Compound activity (PubChem BioAssay)
hcGAS inh: Primary biochemical luminescence assay for human cyclic GMP-AMP synthase inhibitors; Q8N884; recombinant h-cGAS, ATP depletion, Kinase-Glo luminescence; inhibition, % at 12.5 µM; 290,000 tested, 0.081% active; AID 1259398, 2018;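 also: 0% = vehicle reaction and 100% = reaction without DNA for no activity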
Target sequence (Q8N884 whole entry, looked up): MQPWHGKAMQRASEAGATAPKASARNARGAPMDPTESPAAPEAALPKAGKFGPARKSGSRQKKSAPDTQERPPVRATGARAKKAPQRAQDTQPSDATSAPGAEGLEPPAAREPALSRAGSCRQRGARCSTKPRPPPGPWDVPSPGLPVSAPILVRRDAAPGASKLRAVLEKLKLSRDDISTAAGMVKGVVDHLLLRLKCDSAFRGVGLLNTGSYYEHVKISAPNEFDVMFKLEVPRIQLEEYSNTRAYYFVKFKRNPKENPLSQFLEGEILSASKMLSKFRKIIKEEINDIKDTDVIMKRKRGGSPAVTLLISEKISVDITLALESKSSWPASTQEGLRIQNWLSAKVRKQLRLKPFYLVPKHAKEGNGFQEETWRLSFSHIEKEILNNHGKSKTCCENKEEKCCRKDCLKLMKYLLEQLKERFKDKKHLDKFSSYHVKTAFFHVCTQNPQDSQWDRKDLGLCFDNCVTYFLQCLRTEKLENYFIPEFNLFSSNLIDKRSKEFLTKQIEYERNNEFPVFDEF
NPYLR7 ag: agonists of mosquito NPYLR7 receptor, primary screen, cell-based, Aedes aegypti, calcium fluorescence, mosquito biting behavior. HEK293T NPYLR7/Galpha15, GCaMP6s calcium fluorescence. activation, % at 10 µM. AID 1259423, 2018. Aedes aegypti neuropeptide Y-like receptor 7 (NPYLR7). 270,000 tested, 0.15% active; in the data active = activation above about 40%;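 also: 0% = vehicle and 100% = reference agonist at the receptor; some compounds past the cut are filed as inactive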
mcGAS inh: cyclic GMP-AMP synthase inhibitors, mouse, primary biochemical chemiluminescence. Q8C6L5. recombinant cGAS, Kinase-Glo ATP depletion luminescence. inhibition, % at 12.5 µM. 160,000 tested, 0.15% active;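 also: 0% = negative control wells and 100% = reference inhibitor with no enzyme activity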
The depositor's hits bear a star; / = not tested or not shown; & = joins results of further samples. Rule as the data show it, unless noted: active = inhibition above about 40%; inactive = the rest. Rows were taken by chance; about 0.29% have a hit in one of these screens.

SMILES	hcGAS inh	NPYLR7 ag	mcGAS inh
COC(=O)C(C)C(NC(=O)c1cnc(C)cn1)c1ccccc1 (configuration not stated)	1	-14	2
O=C1C2C3C=CC(CC3)C2C(=O)N1/N=C\c1cc([N+](=O)[O-])c(O)cc1O (configuration not stated)	0	-10	66*
N#Cc1cccc(CN2CCN3C(C(=O)Nc4ccc(Oc5ccccc5)cc4)=COC3=NC2=O)c1	0	-4	/
CCOc1cc2c(c([N+](=O)[O-])c1)NC(C(C)C)C1CC=CC21 (configuration not stated)	6	2	-3
Cc1cc[n+](-c2nc3ccccc3nc2C(C#N)C#N)cc1	9	9	/
O=C(/C=C/c1ccc(F)cc1)NCC(=O)Nc1ccccc1Br	-6	6	/
Cc1ccccc1N1C(=O)CSC1c1ccc(NC(=O)c2ccc([N+](=O)[O-])cc2Cl)cc1 (configuration not stated)	-7	5	-10
CC(C)c1nnc(SCC(N)=O)c2c1cnn2-c1ccccc1	-9	-12	-11
COc1ccc(CNC(=O)Cn2nc([N+](=O)[O-])cc2C)cc1	-3	-6	-6
CCOC(=O)Cn1c(=O)c2c(nc3n2CC(C)CN3c2cccc(Cl)c2C)n(C)c1=O (configuration not stated)	-1	7	-9
CN(C)C(=O)N1CCCC(C(=O)NC2CCCC[C@H]2N(Cc2ccc(Cl)cc2)C(=O)c2ccccc2)C1 (some centres not stated)	-2	15	-4
Cc1ccc(S(=O)(=O)N2CCN(c3ccc(Cl)cc3C)C(=O)C2C)cc1 (configuration not stated)	-5	2	-5

The closing 5 entries of the part before open the next one:
SMILES	hcGAS inh	NPYLR7 ag	mcGAS inh
CC(C)c1nnc(SCC(N)=O)c2c1cnn2-c1ccccc1	-9	-12	-11
COc1ccc(CNC(=O)Cn2nc([N+](=O)[O-])cc2C)cc1	-3	-6	-6
CCOC(=O)Cn1c(=O)c2c(nc3n2CC(C)CN3c2cccc(Cl)c2C)n(C)c1=O (configuration not stated)	-1	7	-9
CN(C)C(=O)N1CCCC(C(=O)NC2CCCC[C@H]2N(Cc2ccc(Cl)cc2)C(=O)c2ccccc2)C1 (some centres not stated)	-2	15	-4
Cc1ccc(S(=O)(=O)N2CCN(c3ccc(Cl)cc3C)C(=O)C2C)cc1 (configuration not stated)	-5	2	-5
CC1CN(c2cc(Cl)nc(SCC(=O)NCCc3ccccc3)n2)CCN1C(=O)c1ccccc1Cl (configuration not stated)	7	-3	-2
CCCC(=O)N(Cc1ccccn1)c1nc2c(OC)ccc(OC)c2s1	-9	2	-12
c1ccc(-n2cccc2CNC2CCCN(c3ncccn3)C2)nc1 (configuration not stated)	-2	5	-9
O=C(CCCN1CCC2(CC1)c1ccccc1CC2O)c1ccc(F)cc1 (configuration not stated)	-11	2	-11
Cc1nn(CC(C)C)c(Cl)c1C(=O)NC(C)C1CCCO1 (configuration not stated)	-18	0	-10
O=c1[nH]c(SCc2nnc(-c3cccs3)o2)nc2scc(-c3cccs3)c12	-6	7	/
CCC(CC)C(=O)N(C)c1c(C)nc2ccc(C(=O)N3CCN(c4ccccc4)CC3)cn12	-5	11	-4
Cn1nc(N2CCN(C(=O)c3ccco3)CC2)c(=O)n(C)c1=O	0	8	/
Cc1ncc2c(c1CNC(=O)Cc1ccsc1)CCN(C(=O)/C=C/c1cccc(F)c1F)C2	-7	10	-23
O=S1(=O)CCC(CNc2nc(-c3ccncc3)nc3c2CNC3)C1 (configuration not stated)	-4	7	-10
O=C(c1ccc2nc(Cc3ccccc3F)oc2c1)N1CCN2CCCC2C1 (configuration not stated)	-7	3	/
CC(C)=CCSc1nnc2nc3[nH]c4ccccc4c3nn12	-3	23	/
COC(=O)C1=C(C)NC(C)=C(C(=O)OC)C1C1=COCCO1	-6	-1	-5
CCC(C)(C)NC(=O)c1ccc(CSc2ccc3ccccc3n2)cc1	-6	10	-6
O=C(NNc1ncnc2c1cnn2-c1ccc(F)cc1)c1cccc([N+](=O)[O-])c1	-2	0	-7
Cc1ccccc1OCC(O)CN(Cc1cccn1Cc1cccc(F)c1)CC1CCCCC1 (configuration not stated)	-2	/	-7
O=C(C#Cc1ccccc1)NC1CCCN(C2CCCCCC2)C1 (configuration not stated)	-3	-4	-2
CCOC(=O)NNC(=O)C(CCSC)NS(=O)(=O)c1ccccc1 (configuration not stated)	-5	-1	/
CN(Cc1cnn(C)c1)C1CCCC1S(C)(=O)=O (configuration not stated)	-4	-1	/
CCC1C=CCN1C(=O)c1ccc(-n2cnnc2)cc1 (configuration not stated)	-8	/	-13
Clc1ccc(Cc2nc(CSc3ccccc3Cl)cs2)cc1Cl	-3	3	-4
COCCNCC(=O)N(Cc1ccc(F)cc1)Cc1ccc(C)o1	-8	-7	-6
COc1ccc(C(=O)N(C)C2CCCc3ccccc32)cc1OC1CCN(C(C)C)CC1 (configuration not stated)	3	2	/
COc1ccc(NC(=O)NNC(=O)c2ccc(=O)n(Cc3ccc(C)cc3)c2)c(OC)c1	-14	2	/
O=C(NCc1cccc(F)c1)C1CCC(=O)N(C2CCCC2)C1 (configuration not stated)	-3	15	-9
Cc1nonc1CC(=O)NCC1(N(C)Cc2ccccc2)Cc2ccccc2C1	-9	6	/
O=C(CSCc1ccccc1Cl)NCc1cc(C2CC2)n[nH]1	-1	-11	-15
O=C1c2cc(F)c(N3CCCC3)c(F)c2SC2=NCCN12	-4	3	/
Cc1ccc(C)c(NCc2cc(=O)n3cc(C)ccc3n2)c1	-12	-8	/
COC(=O)c1ccc(F)c(S(=O)(=O)N[C@H](C(=O)OC)C(C)C)c1	-6	0	/
O=C(CN1C(=O)CNC1=O)N1CCCC2(C1)C(=O)Nc1ccccc12 (configuration not stated)	-4	0	/
Cc1ccc(-c2csc3nc(CN4CCN(C(=O)C5CC5)CC4)[nH]c(=O)c23)s1	4	1	-1
Cc1ccc(-c2ccc(=O)n(CCCC(=O)Nc3cccc(C)c3C)n2)cc1	1	-9	-9
CC(C)CC1(c2ccccc2)NC(=O)N(CCC#N)C1=O (configuration not stated)	-6	-2	/
O=C(c1ccc(Cl)cc1)N(Cc1nccn1Cc1ccccc1F)CC1CC1	2	3	-4
Cc1cc(C)n(C2CCN(Cc3cccc(Cn4cccn4)c3)C2)n1 (configuration not stated)	-4	3	/

At a glance, two of the compounds above.
SMILES	hcGAS inh	NPYLR7 ag	mcGAS inh
O=C(CN1C(=O)CNC1=O)N1CCCC2(C1)C(=O)Nc1ccccc12 (configuration not stated)	-4	0	/
Cc1ccc(-c2csc3nc(CN4CCN(C(=O)C5CC5)CC4)[nH]c(=O)c23)s1	4	1	-1

The list continues:
SMILES	hcGAS inh	NPYLR7 ag	mcGAS inh
Cc1oc(-c2ccc(Cl)cc2)nc1CN1CCOCC1	1	-2	/
CC(=O)Nc1ccc(S(=O)(=O)Nc2ccc3n(c2=O)C[C@H]2C[C@@H]3CN(Cc3ccc(F)cc3)C2)cc1	-5	-8	-6
Nc1nc2cc(C(=O)N3C[C@@H]4C5CCC(CC5)[C@@H]4C3)ccc2s1	0	6	/
O=C(CCN1C(=O)c2ccccc2C1=O)N1CCCCC1	-4	-5	-5
CCC(NC(=O)c1cnc(-c2cccnc2)nc1)c1nc(C)c(C)s1 (configuration not stated)	-7	8	/
CC(C)OC(=O)Nc1ccc2c(c1)N(C(=O)CNCCO)c1ccccc1CC2	-5	1	/
CNC(=O)CCN(C)Cc1ccc(CO)o1	-5	13	-18
O=C(CCC1CCCN(Cc2ccc(-c3ccccc3)cc2)C1)N1CCOCC1 (configuration not stated)	-7	17	/
NC1CC(c2cc(N3CCOC4(CCCC4)C3)nc(N3CCCC3)n2)C1 (configuration not stated)	0	/	-6
c1ccc2sc(CSc3ncnc4sc5c(c34)CCC5)nc2c1	-6	2	/
C1=CCC(CN2CCN(c3nc(-c4ccccc4)nc4c3CCC4)CC2)CC1 (configuration not stated)	-8&-1	-1&18	-9
c1ccc([C@@H]2C[C@@H]3C[C@H](N4CCN(Cc5ccccn5)CC4)C[C@@H]3CO2)cc1	-4	1	-6
CC(=O)c1cccc(NC(=O)c2cn(C)c3c(=O)n(-c4ccc(Cl)cc4)c(=O)[nH]c23)c1	-10	1	/
O=c1c2c([nH]n1C1CCS(=O)(=O)C1)CCCC2 (configuration not stated)	-2	/	-6
COc1ccc(-c2nc(C=CC(=O)N3CCOCC3)cs2)cc1	-4	6	/
CCOc1ccc(Cl)cc1/C=N\n1cn[nH]c1=S	-2	0	/
CCCc1nnc(NC(=O)c2oc3cc(C)c(C)cc3c2C)s1	-5	9	-11
c1ccc2sc(NCC3(N4CCOCC4)CCSC3)nc2c1 (configuration not stated)	-6	0	/
CC(NC(=O)Cc1cccc2ccccc12)C(=O)Nc1cccc(C(=O)NC2CC2)c1 (configuration not stated)	-11	6	/
Cc1ccnc(N=Cc2nc(/C=C/c3cccc([N+](=O)[O-])c3)oc2O)c1	0	8	1
COC(=O)c1cc(C)nc(N(C)C)c1C(=O)OC	5	-4	/
c1ccc(Oc2cccc(-c3ccc4nnc(-c5cccnc5)n4c3)c2)cc1	-5	6	-7
Cc1ccc(C)c(OCCNC(=O)[C@@H]2CCCCN2)c1	0	-3	/
Cc1ccc(C2SCCN2S(=O)(=O)c2ccc(C)cc2)cc1 (configuration not stated)	-1	6	/
Cc1ccc(C(=O)Cn2nc(C)c(C)c(C#N)c2=O)s1	-1	7	/
CC(Cc1ccc(Cl)cc1)NC(=O)C1CC1(c1ccccc1)c1ccccc1 (configuration not stated)	-9	-6	-5
CS(=O)(=O)c1ccccc1NC1CCN(C2CCCC2)C1 (configuration not stated)	-10&0	2&-3	-1
Clc1cnc(Oc2ccc(Br)cc2)c(Cl)c1	-7	2	/
CCOC(=O)c1cc(C#N)c(SCC(=O)NC(C)COC)nc1C (configuration not stated)	-3	5	-4
Cc1ccc(Nc2nc(NCc3ccc4c(c3)OCO4)nc3nccnc23)cc1	0	2	/
CC(=NN=C(N)N)c1ccc(-n2ccnc2)cc1	-5	10	/
COc1ccc(C2=NN(C(=O)CCC(=O)O)C(c3ccc(Br)cc3)C2)cc1 (configuration not stated)	-1	-11	-4
CCn1cc(C(CC(=O)N(CCN(C)C)Cc2ccccc2)c2cccc(C)c2)c2ccccc21 (configuration not stated)	-4	4	-5
COc1ccc(NC(=O)c2sccc2N(C)S(=O)(=O)c2ccccc2)cc1Cl	-2	7	/
COc1cccc(CNc2nc(C(F)(F)F)nc3ccccc23)c1	6	-3	/
CCOc1ccc(NC(=O)N(C)C2CCC3(CC2)OCC(C)(C)CO3)cc1	-10	-9	-4

Ordered by heavy-atom count (rising): part of the list above
SMILES	hcGAS inh	NPYLR7 ag	mcGAS inh
Clc1cnc(Oc2ccc(Br)cc2)c(Cl)c1	-7	2	/
Cc1ccc(C(=O)Cn2nc(C)c(C)c(C#N)c2=O)s1	-1	7	/
COc1cccc(CNc2nc(C(F)(F)F)nc3ccccc23)c1	6	-3	/
CCOc1ccc(NC(=O)N(C)C2CCC3(CC2)OCC(C)(C)CO3)cc1	-10	-9	-4

Additional entries:
SMILES	hcGAS inh	NPYLR7 ag	mcGAS inh
CCN1C(=O)C(=Cc2cccc(C#N)c2)SC1=S	-10	1	/
CCC(C)N(CC(=O)N(Cc1ccccc1)Cc1sccc1C)C(=O)Nc1ccccc1F (configuration not stated)	-16	15	-6
O=C1C2C3C=CC(C3)C2C(=O)N1Nc1ccccc1 (configuration not stated)	-1	-6	-4
CC(C)c1nnsc1CN1CCC(N2CCCC2=O)CC1	-4	3	/
COc1ccc(-c2ccc(=O)n(CCNC(=O)Nc3ccc(C)c(F)c3)n2)cc1OC	-2	4	-8
CN(C)S(=O)(=O)c1cccc(C(=O)NNC(=O)CC2C=CCC2)c1 (configuration not stated)	-7	9	/
CCCCc1ccc(C(=O)N(CC(=O)N(CCc2c[nH]c3ccccc23)Cc2ccc(OC)cc2)C2CC2)cc1	-5	/	-6
O=C(c1ccc(F)cc1C(F)(F)F)N1CCC(Cc2ccc(-n3cccc3)cc2)CC1	-4	0	-8
COc1cccc(NC(=O)CCC2CCN(C3C4CC5CC(C4)CC3C5)CC2)c1 (configuration not stated)	-7	1	-11
Cc1cc(N(C)C2CCCCC2)nc(SCc2ccc(C(=O)N3CCCC3)o2)n1	-5	-7	-5
CC(Sc1nccn1C)c1nc(C(C)(C)C)no1 (configuration not stated)	5	-1	/
CCc1ccc(NC(=O)COc2coc(CN3CCc4ccccc4C3)cc2=O)cc1	-5	-2	-9
Cc1cc(C)n(CC2(CNC(=O)c3cc(CC(C)C)nn3C)CC2)n1	1	1	-8
O=C(c1cccc(O)c1)N1CCN(Cc2nnc(C3CCC3)o2)CC1	-11	0	-6

Single records, as listed above. Screens in order: hcGAS inh | NPYLR7 ag | mcGAS inh
CC(C)c1nnsc1CN1CCC(N2CCCC2=O)CC1 across the screens: -4 | 3 | /
Cc1cc(C)n(CC2(CNC(=O)c3cc(CC(C)C)nn3C)CC2)n1 across the screens: 1 | 1 | -8
COc1ccc(-c2ccc(=O)n(CCNC(=O)Nc3ccc(C)c(F)c3)n2)cc1OC across the screens: -2 | 4 | -8
